CHRM5 PAM – CHRM5 positive allosteric modulation; P08912; CHO-K1 hM5, Fluo-8 calcium, ACh EC20 PAM; 0% = ACh EC20, 100% = ACh EC100; activation, % at 3 µM; 360,000 tested, 0.3% active;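 active = activation above the run cutoff, the mean activation of all test compounds plus 3 SD, cut at about 18% in these data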
Target sequence (P08912 whole entry, looked up): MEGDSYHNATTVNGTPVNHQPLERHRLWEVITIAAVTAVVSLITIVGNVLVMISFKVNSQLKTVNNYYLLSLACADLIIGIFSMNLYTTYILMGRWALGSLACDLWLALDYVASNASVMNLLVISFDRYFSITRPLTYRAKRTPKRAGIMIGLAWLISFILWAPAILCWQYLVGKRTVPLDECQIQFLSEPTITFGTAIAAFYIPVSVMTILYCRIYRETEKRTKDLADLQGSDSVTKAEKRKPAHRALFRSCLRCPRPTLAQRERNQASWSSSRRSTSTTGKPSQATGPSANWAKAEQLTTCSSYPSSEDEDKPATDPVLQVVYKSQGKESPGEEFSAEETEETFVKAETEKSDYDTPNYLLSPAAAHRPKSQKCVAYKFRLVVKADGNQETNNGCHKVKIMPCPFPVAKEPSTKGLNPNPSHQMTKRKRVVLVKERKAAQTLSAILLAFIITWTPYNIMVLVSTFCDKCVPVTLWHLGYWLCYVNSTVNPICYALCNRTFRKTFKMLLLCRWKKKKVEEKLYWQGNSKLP
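system = human M5 receptor in CHO-K1 cells | reagent = EC20 acetylcholine as agonist stimulus | compound dosing = single-point, 3 µM nominal | incubation = Fluo-8 loading 80 min at 37 °C plus 30 min room temperature | detection = Fluo-8 calcium dye fluorescence, kinetic read | benchmarks = low control EC20 acetylcholine (0%), high control EC100 acetylcholine (100%)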
M1 ag – activates human CHRM1 receptor. P11229. activation, % at 3 µM. CHO-K1 hM1, Fluo-8 calcium fluorescence, agonist mode; 0% DMSO, 100% acetylcholine EC100. 360,000 tested, 0.33% active;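 active = activation above the run's mean compound activation plus 3 SD, cut at about 16% in these data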;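 note: peak over basal fluorescence ratio within a 140 s kinetic read after compound addition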
Target sequence (P11229 whole entry, looked up): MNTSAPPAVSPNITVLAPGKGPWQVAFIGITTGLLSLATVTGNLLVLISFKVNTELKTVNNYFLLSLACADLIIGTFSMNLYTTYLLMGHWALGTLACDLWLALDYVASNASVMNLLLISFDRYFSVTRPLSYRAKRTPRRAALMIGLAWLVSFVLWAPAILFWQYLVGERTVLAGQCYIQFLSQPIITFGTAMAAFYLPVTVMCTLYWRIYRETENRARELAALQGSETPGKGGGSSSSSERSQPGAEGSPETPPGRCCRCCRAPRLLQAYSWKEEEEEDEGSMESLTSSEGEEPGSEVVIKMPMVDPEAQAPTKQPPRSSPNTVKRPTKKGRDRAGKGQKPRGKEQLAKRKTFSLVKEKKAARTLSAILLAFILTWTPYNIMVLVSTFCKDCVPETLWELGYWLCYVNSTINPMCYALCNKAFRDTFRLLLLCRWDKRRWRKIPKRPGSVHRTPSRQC
TAAR1 ag – agonists of human TAAR1. Q96RJ0. CHO RD-HGA16 TAAR1, Fluo-8 calcium fluorescence; vehicle wells 0%, saturating PEA agonist 100%. activation, % at 3 µM. 360,000 tested, 0.99% active;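 active = activation above the mean activation of all test compounds in the run plus 3 SD, cut at about 38% in these data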
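Assay system: CHO-derived RD-HGA16 cells with stable Gα16 and human TAAR1; timing: 17-24 h seeding, 75 min 37 °C dye, 30 min RT; read-out: % activation from peak over basal fluorescence ratio, DMSO-to-PEA scaled; measured by: kinetic Fluo-8 calcium fluorescence; benchmarks: low control DMSO, high control PEA (EC100); doses: 3 µM single concentration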
M5 antag – blocks acetylcholine activation of human M5 receptor. inhibition, % at 3 µM. 360,000 tested, 0.59% active. AID 624040. CHO-hM5 cells, Fluo-8 calcium fluorescence, ACh EC80;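 active = inhibition above a per-plate cutoff, the mean of that plate's test compounds plus 3 SD, cut at about 27% in these data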;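 note: 0% = acetylcholine EC80 with DMSO and 100% = DMSO without agonist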
M1 antag – human CHRM1 antagonism; P11229; CHO-K1 hM1, Fluo-8 calcium fluorescence, ACh EC80 antagonist; inhibition, % at 3 µM; 360,000 tested, 1.3% active; AID 588852;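 active = percent inhibition above its own plate's cutoff, namely the mean of that plate's compound wells plus 3 SD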;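 note: peak over basal fluorescence ratio during 140 s after agonist addition; 0% = ACh EC80 plus DMSO and 100% = DMSO alone without agonist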
CHRM4 agonist – agonists of human muscarinic M4 receptor (CHRM4); activation, % at 3 µM; P08173; CHO-K1 hM4/Gqi5, Fluo-8 calcium fluorescence; vehicle 0%, full acetylcholine response 100%; 360,000 tested, 0.14% active;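 active = activation above the run mean over all test wells plus 3 SD, cut at about 32% in these data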;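 note: peak over basal fluorescence ratio per well then scaled between controls; 0% = DMSO wells and 100% = acetylcholine at EC100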
M5 ag – agonists of human muscarinic M5 receptor (CHRM5). CHO-K1 hM5 cells, Fluo-8 calcium fluorescence; 0% DMSO wells, 100% maximal acetylcholine response. activation, % at 3 µM. 360,000 tested, 0.19% active. AID 624037;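 active = activation above the run's mean over test compounds plus 3 SD, cut at about 23% in these data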;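 note: signal is peak over basal fluorescence ratio across the kinetic read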
M4 antag – CHRM4 antagonism in calcium assay; P08173; CHO-hM4 cells, ACh EC80, Fluo-8 calcium fluorescence; inhibition, % at 3 µM; 360,000 tested, 0.73% active;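 active = inhibition above its plate's cutoff, the mean inhibition of sample wells plus 3 SD, cut at about 27% in these data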;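 note: 0% = acetylcholine EC80 with DMSO and 100% = DMSO without agonist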
M1 PAM – human CHRM1 positive allosteric modulation | CHO-K1 hM1, Fluo-8 calcium fluorescence, ACh EC20; 0% = ACh EC20, 100% = maximal ACh | activation, % at 3 µM | 360,000 tested, 0.088% active; in the data active = activation above about 19%, passing the limit was not always enough
* hit, by the source's call; · = not tested or not shown. The list is partial; rates above refer to the full screens.

Screens in order – CHRM5 PAM, M1 ag, TAAR1 ag, M5 antag, M1 antag, CHRM4 agonist, M5 ag, M4 antag, M1 PAM
(1) CCCCOCCCNC(=O)c1ccc(OC)cc1
    -4, -3, -2, 4, -11, 1, -1, -7, 5
(2) O=C(O)CCn1cc(/C=C/C(=O)c2ccc(Cl)cc2)c(-c2cccc(Br)c2)n1
    6, -5, -4, 0, 1, 0, -8, 9, 1
(3) COc1cc2ncnc(NCc3cccs3)c2cc1OC
    -6, -5, 2, 6, 9, 9, -3, 1, -1
(4) O=C(C1CCN(c2nc(-c3ccccc3)nc3c2CCC3)CC1)N1CCCC1
    1, -6, -3, 1, -1, 0, -6, -5, -1
(5) COC(CNC(=O)C(=O)Nc1ccc2c(c1)N(S(=O)(=O)c1cccs1)CCC2)OC
    4, -2, 10, -5, -13, 4, 6, -7, 10
(6) C=CCn1c(Cc2c[nH]c3ccccc23)nnc1SCC(=O)NCc1ccccc1
    2, -5, ·, 0, -9, 3, -1, -1, 5
(7) c1ccc(-c2nnc(SCc3nnc(-c4cccs4)o3)o2)cc1
    -2, -2, 2, -1, -12, 1, -1, 4, 10
(8) COc1ccc(NC(=O)CCCNC(=O)c2ccc(Cl)cc2)cc1S(=O)(=O)N1CCOCC1
    -4, -3, 7, 13, 15, 0, -1, -9, 6
(9) NC(=O)c1ccc(NC(=O)COC(=O)/C=C/c2ccc3c(c2)OCO3)cc1
    -9, -1, 7, 13, -13, 2, 0, 0, 3
(10) CCCCN(C)CCCN1C(=O)C2C(C(=O)Nc3cccc(OC)c3)C3C=CC2(O3)C1C(=O)NC1CCCCC1C (centres undefined)
    -5, -5, 4, 10, 3, -1, -3, 2, -1
(11) CCn1cc(C2=NCCO2)c2ccccc21
    0, -8, 0, -4, -7, 1, -2, -26, 4
(12) CC(=O)Nc1ccc(NC(=O)C(C)OC(=O)c2ccccc2Sc2ccccc2C#N)cc1 (centres undefined)
    -10, -4, 2, 4, -2, 9, -4, 5, 1
(13) Nc1ccnn1Cc1cccs1
    -4, -4, 1, 2, 9, 1, -1, -9, -4
(14) CNC(=O)c1cc(S(=O)(=O)Nc2ccc3c(c2)OCO3)ccc1C
    -6, -1, 2, 1, -10, 1, -1, -12, 8
(15) C/C=C/c1ccc(OCC(=O)OCC(=O)Nc2c(C)nn(-c3ccccc3)c2C)c(OC)c1
    -7, -2, 7, 12, 5, 9, 1, -2, -2
(16) COc1cc(C(=S)N2CCOCC2)ccc1OC(=O)c1ccc(Br)cc1
    -10, 1, 12, 14, 47*, 11, 2, 1, -18
(17) O=CNc1cc(-c2cccc(F)c2)cn2c(-c3ccc(F)c(Cl)c3)cnc12
    4, 1, 0, -5, 1, 0, 1, -3, 5
(18) c1ccc(C2=Nc3ccccc3OC2)cc1
    0, -3, 1, -2, -28, 1, -2, 2, 4
(19) O=C(NC1CCCC1)c1cc(Cl)ccc1[N+](=O)[O-]
    -3, -6, 5, 5, -7, 0, -4, 2, 7
(20) CCOC(=O)CN(C(=O)CSc1nnc(CNc2ccc(C)cc2C)n1CC)c1ccccc1
    4, -5, 0, -2, -14, -1, -3, 3, 10
(21) O=C(Nc1cccc(Cl)c1Cl)c1ccco1
    -5, -4, 0, 9, -11, 0, -1, -15, 4
(22) CCOC(=O)c1cccc(NC(=O)CS(=O)(=O)Cc2nc(-c3cccc(OC)c3)oc2C)c1
    5, -5, 3, -4, -4, 1, 2, 19, 5
(23) CCCOc1cccc(C(=O)NCCNC(=O)c2ccco2)c1
    -1, -1, 0, 1, -3, 2, 0, -4, 10
(24) CN(Cc1ccccc1)C(=O)N[C@@H](Cc1ccccc1)C(=O)O
    -7, -4, 1, 5, 6, 0, -2, 4, -3
(25) Nc1nc(NCCCN2CCOCC2)nc(Nc2cccc(Cl)c2)c1[N+](=O)[O-]
    14, -3, 37, 3, -20, 8, 19, -35, 4
(26) COc1ccc(S(=O)(=O)N2CCC(C(=O)NCCC(=O)Nc3nccs3)CC2)cc1
    3, -3, 2, -2, -3, 1, -1, 10, 1
(27) CSc1cccc(NC(=S)N(CCC(C)C)C2CCN(C(C)C)CC2)c1
    -7, -6, 9, 11, -3, 2, -1, 1, 2
(28) O=C(CCCN1C(=O)/C(=C/c2cccc(Br)c2)SC1=S)Nc1cccnc1
    3, -6, 6, -2, 2, 7, 6, -2, 1
(29) Cc1c(C(=O)NC2CC2)oc2ccccc12
    12, -3, 0, -3, -5, 3, 2, -1, 5
(30) CC1(C(=O)Nc2cccc(C#N)c2)CCN1C(=O)C/C=C/c1ccccc1 (centres undefined)
    -6, -4, 0, 0, -12, 7, 1, -10, -2

Whole records, quoted from the list.
CCn1cc(C2=NCCO2)c2ccccc21 reads CHRM5 PAM: 0; M1 ag: -8; TAAR1 ag: 0; M5 antag: -4; M1 antag: -7; CHRM4 agonist: 1; M5 ag: -2; M4 antag: -26; M1 PAM: 4
O=CNc1cc(-c2cccc(F)c2)cn2c(-c3ccc(F)c(Cl)c3)cnc12 reads CHRM5 PAM: 4; M1 ag: 1; TAAR1 ag: 0; M5 antag: -5; M1 antag: 1; CHRM4 agonist: 0; M5 ag: 1; M4 antag: -3; M1 PAM: 5

Printed as active in M1 antag (from the list above):
item | Structure | CHRM5 PAM | M1 ag | M5 antag | M1 antag | CHRM4 agonist | M5 ag | M4 antag | M1 PAM
16 | COc1cc(C(=S)N2CCOCC2)ccc1OC(=O)c1ccc(Br)cc1 | -10 | 1 | 14 | 47* | 11 | 2 | 1 | -18

Remaining list, next part.
Screens in order – CHRM5 PAM, M1 ag, TAAR1 ag, M5 antag, M1 antag, CHRM4 agonist, M5 ag, M4 antag, M1 PAM
(31) O=C(NCc1ccccc1)C1c2ccccc2OCC(=O)N1Cc1ccc2c(c1)OCO2 (centres undefined)
    -4, ·, 2, -5, ·, 4, 4, -10, ·
(32) CCC1COC(c2cccn2Cc2ccc(Cl)cc2)=N1 (centres undefined)
    -18, -10, 19, 17, 10, 0, -10, 8, -25
(33) O=C(/C=C1\SC(=O)NC1=O)Nc1ccc(F)cc1
    11, -3, 3, 6, -13, 1, 1, -9, 13
(34) O=C(Cn1c(-c2ccc(Cl)cc2)noc1=O)N1CCN(c2ccccc2F)CC1
    -7, 0, 16, 4, 5, 12, 6, -5, 0
(35) CN1OC[C@@H]2CN(C(=O)c3cccnc3)[C@H](c3ccc(N4CCCCC4)cc3)C[C@@H]21
    -3, 1, 14, 12, 0, 0, 3, 4, 0
(36) CC(C)c1ccc(CCNC(=O)c2ccc([N+](=O)[O-])cc2)cc1
    -9, -7, 6, -10, 1, 10, 1, -17, -14
(37) O=c1[nH]c(Sc2ccc([N+](=O)[O-])cc2[N+](=O)[O-])nc2ccccc12
    -6, 6, 6, 16, 2, 6, 5, 4, 13
(38) Cn1c(/C=C/c2ccccc2[N+](=O)[O-])nc2ccccc2c1=O
    -1, -3, 5, -1, -21, 2, -3, 0, 7
(39) COc1ccccc1OCCC(=O)Nc1cccc(S(=O)(=O)N2CCOCC2)c1
    -6, -1, 2, 2, -18, 4, 3, -2, 17
(40) Cc1ccc(NC(=O)CS(=O)Cc2nc(-c3ccc(C)cc3)oc2C)cc1 (centres undefined)
    -4, -5, 1, -4, -7, 0, -2, -10, 4
(41) CCCCc1ccc(NC(=S)NCc2ccccc2OC)cc1
    -10, -5, 0, 10, 3, 2, -4, 9, -4
(42) Cc1cccc(C)c1NC(=O)CCc1nnc2ccc(N3CCCC3)nn12
    5, -4, 3, -5, -4, 3, -1, -2, 3
(43) CCn1nc(NC(=O)c2ccccc2)c2cc3cccc(C)c3nc21
    -13, -6, 5, 17, 20, 7, 2, 4, -8
(44) CCOC(=O)C[n+]1c(C)ccc2c1CCC2
    11, -5, 3, -2, -9, 1, -5, 0, 9
(45) O=C(NC1CCCCC1)C(c1cccs1)N(Cc1cccs1)C(=O)c1cccs1 (centres undefined)
    -30, -3, 6, 2, 8, 4, -9, -10, -4
(46) CCCc1nnc(NC(=O)NCCN2C(=O)C3C4C=CC(C4)C3C2=O)s1 (centres undefined)
    7, -1, 2, -3, -26, 2, -1, -21, 13
(47) O=C(CN1C(=O)C2C3C=CC(C3)C2C1=O)OCC(=O)c1ccc(Br)cc1 (centres undefined)
    -3, 1, 6, 10, -16, 6, 0, -1, 7
(48) CCOC(=O)[C@]12CCC=C1N(CCC1=CCCCC1)C(=O)[C@H](CC(=O)NCCCOC)C2
    3, ·, 5, 3, ·, 0, 2, 2, ·
(49) CC(c1ccccc1)N1C(=O)NC(NC(=O)C(C)(C)C)(C(F)(F)F)C1=O (centres undefined)
    9, -5, 2, -7, -9, 1, -1, -1, 15
(50) CC(=O)OC1C=CCC2C(=O)c3cccc(O)c3C(O)C12 (centres undefined)
    5, 0, 2, 5, 5, 1, 5, -1, -3
(51) O=S(=O)(c1cccs1)N1CCN(CCc2ccccc2)CC1
    4, -2, 0, 7, -11, 2, 0, 3, 9
(52) Cc1ccccc1OCC(=O)N1N=C(C(F)(F)F)CC1(O)C(C)(C)C (centres undefined)
    -13, -5, 11, 8, -10, 0, -4, 0, 7
(53) O=C1NC(=O)N(Cc2ccccc2)CC1Br (centres undefined)
    9, -2, 0, 8, -15, 1, 2, -7, 11
(54) Nc1c(N(Cc2ccco2)C(=O)c2cccc(F)c2)c(=O)[nH]c(=O)n1Cc1ccccc1
    9, 0, 5, 0, 5, 0, 1, -7, -1
(55) CN1C[C@@H]2[C@@H]3C(=O)N(C)C(=O)[C@@H]3[C@](Cc3ccccc3)(C1=O)N2C(=O)c1ccc(Cl)cc1
    -1, -3, 10, 11, -7, 3, 1, 1, 3
(56) COC(=O)c1ccccc1NC(=O)c1ccccc1NS(C)(=O)=O
    -4, -3, 11, 6, 2, 3, 0, 2, 5

Grouped by structure, those above containing a thiophene ring, fused or not.
Screens in order – CHRM5 PAM, M1 ag, TAAR1 ag, M5 antag, M1 antag, CHRM4 agonist, M5 ag, M4 antag, M1 PAM
(3) COc1cc2ncnc(NCc3cccs3)c2cc1OC
    -6, -5, 2, 6, 9, 9, -3, 1, -1
(5) COC(CNC(=O)C(=O)Nc1ccc2c(c1)N(S(=O)(=O)c1cccs1)CCC2)OC
    4, -2, 10, -5, -13, 4, 6, -7, 10
(7) c1ccc(-c2nnc(SCc3nnc(-c4cccs4)o3)o2)cc1
    -2, -2, 2, -1, -12, 1, -1, 4, 10
(13) Nc1ccnn1Cc1cccs1
    -4, -4, 1, 2, 9, 1, -1, -9, -4
(45) O=C(NC1CCCCC1)C(c1cccs1)N(Cc1cccs1)C(=O)c1cccs1 (centres undefined)
    -30, -3, 6, 2, 8, 4, -9, -10, -4
(51) O=S(=O)(c1cccs1)N1CCN(CCc2ccccc2)CC1
    4, -2, 0, 7, -11, 2, 0, 3, 9
